# Source: PubChem BioAssay
# Insulin prom inh = inhibitors of insulin promoter-driven GFP, primary screen, imaging, TRM-6 cells (human fetal islet line), eGFP reporter, cell count | reporter expression induced with tamoxifen | inhibition, % at 2 µM | hit rate 0.9% among 130,000 | AID 1273, 2008;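 active means inhibition above the mean plus 3 SD, with well images judged a real hit on visual review, cut at about 60% in these data, passing the limit was not always enough; inconclusive means inhibition over the cutoff but images rejected on review; inactive means inhibition not above the cutoff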
# SDO1 yeast rescue = growth rescue of sdo1-depleted yeast, primary screen, S. cerevisiae, bone marrow failure model; S. cerevisiae sdo1-depleted JHY4D growth rescue, OD600 30 h; active compounds read high; pdr5 snq2 efflux-pump mutant strain; z-score at 10 µM; hit rate 0.21% among 140,000; AID 817, 2007;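 active means z-score above 3 at both the 24 hr and the 30 hr optical density reads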;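 further: z-score against mean and SD of all compound wells on the same plate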
# SDO1 yeast rescue Rescue 24 h = further read-out of SDO1 yeast rescue, marked with its call; z-score; S. cerevisiae sdo1-depleted JHY4D growth rescue, OD600; measured here: growth rescue at 24 h;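 0 is the plate mean of compound wells and units are plate SD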
# * = called active by the depositor; i = inactive; u = inconclusive; x = not tested or not shown. This is a subset (hit frequency here may not be typical).
SMILES | Insulin prom inh | SDO1 yeast rescue | SDO1 yeast rescue Rescue 24 h
O=S(=O)(c1cccc2cccnc12)N1CCN(Cc2ccc3c(c2)OCO3)CC1 | x | 0.32 | 0.7
Cc1ccc(NC(=O)c2sc(Cl)nc2-c2ccccc2)cc1 | -47 | -0.67 | -0.47
COCCn1c(=NC(=O)CN2C(=O)CCC2=O)sc2cc(S(N)(=O)=O)ccc21 | 0 | 1.7 | 0.33
COC(=O)c1c(NC(=O)/C=C/c2ccco2)sc2c1CCC2 | -52 | 0.15 | 0.13
COC(=O)c1ccc(C)c(NC(=O)CCSc2ccc(C)cc2)c1 | x | -0.54 | -0.48
Cc1ccc(C)n1NC(=O)c1cccc(Cl)c1 | 4 | 0.87 | 1.4
COC(=O)c1[nH]c2ccc(F)cc2c1NS(=O)(=O)c1ccc(OC)cc1OC | 45 | 0.12 | 0.08
CCCC1(c2ccccc2)NC(=O)N(CC(=O)Nc2cc(S(=O)(=O)N3CCOCC3)ccc2Cl)C1=O (configuration not stated) | -27 | x | x
CCCCn1c(SCC(=O)NC(C)(C)C)nnc1-c1ccco1 | 0 | 0.28 | 1.8
O=C1OC(c2ccc(Cl)cc2)=N/C1=C\C=C\c1ccco1 | 0 | x | x
O=C1N(Cc2cccc(Cl)c2)C[C@@H]2C[C@@H](c3ccco3)N3CCC[C@@]123 | i | x | x
Cc1ccc(C(=O)N(C)c2nnc(-c3ccncc3)s2)cc1 | 0 | x | x
CCOc1ccc(NS(=O)(=O)c2ccc3c(c2)CCN3C(=O)CCC(=O)O)cc1 | -12 | 0.61 | 1
O=C1c2cccc3cccc(c23)N1CN1CCN(c2ccccn2)CC1 | x | 0.71 | 0.4
C=CCSc1n[nH]c(-c2ccc(OCCCC)cc2)n1 | -17 | -2 | -1.4
Cc1cccc2cc(C#N)c(SCC(=O)NCc3cccs3)nc12 | -5 | -1.2 | -0.94
Cc1ccc(NC(=O)NC2(C(=O)NCc3ccco3)CCCCC2)cc1 | -17 | 0.25 | 0.68
COc1ccc(CCNC(=O)c2ccc(CNS(=O)(=O)c3cc(C)ccc3C)cc2)cc1OC | 11 | -0.04 | -0.91
COCCCn1nnnc1SCC(=O)N1CCCC1 | 8 | -0.18 | -0.84
NC(=S)N/N=C1\CC(n2nnn(-c3cccc(Cl)c3)c2=S)C2COC1O2 (configuration not stated) | -35 | x | x
CCn1c(CNC(=O)COC)nc2ccccc21 | x | -0.44 | -0.62
COc1ccc(OC)c(C(C)NC(=O)Nc2ccccc2)c1 (configuration not stated) | 5 | x | x
Cc1ccc(OCc2nnc(SCC(=O)c3ccccc3)n2-c2ccccc2)cc1 | -38 | -1.8 | -1.6
O=C(CN1C(=O)NC2(CCCCCC2)C1=O)NCc1cccs1 | 31 | 0.41 | -1.4
O=C(c1ccc([N+](=O)[O-])cc1)N1CCC(n2nnc3cc(F)ccc32)CC1 | 13 | x | x
CCOC(=O)C1CCN(C(=O)C2(NC(=O)NC3CCCCC3)CCCCC2)CC1 | -54 | x | x
COc1cc(C(=O)N(Cc2cc3cc(C)ccc3[nH]c2=O)CC2CCCO2)cc(OC)c1OC (configuration not stated) | 23 | -0.14 | -0.51
O=C(CCc1c[nH]c2ccccc12)NC1CC1 | -19 | 0.94 | 0.33
COCCN(Cc1cc2ccccc2[nH]c1=O)C(=O)c1ccccc1OC | x | -0.31 | -0.36
CCOC(=O)c1cc2c(s1)-c1ccccc1CC2 | x | -0.54 | -0.51
CCc1nnc(NC(=O)CSc2nnc(-c3cc4ccccc4cc3O)n2CC)s1 | -9 | -0.35 | -0.98
Cc1nn(-c2ccc(F)cc2)c(Cl)c1/C=C/C(=O)N1CCNC(=O)C1 | 50 | x | x
COc1ccc2[nH]c3nc(SCc4nnc(-c5ccc(C)cc5)o4)nnc3c2c1 | x | -1 | 0.53
CCOC(=O)C1C(=O)OC2(CCCC2)C1C(=O)OCC (configuration not stated) | 36 | 0.64 | 1.1
COC(=O)c1c(C)nsc1NC(=O)Oc1ccccc1 | -17 | x | x
Cc1ccc2[nH]c(-c3ccccc3)c(CN3CCOCC3)c(=O)c2c1 | -6 | 0.43 | 0.2
COc1ccc(NC(=O)CCc2nc(-c3ccc(C)cc3)no2)cc1Cl | 38 | -0.06 | -0.17
CC(=O)Nc1nc(C)c(Oc2ccc(Cl)cc2Cl)c(=O)[nH]1 | -24 | 0.39 | 0.03
COc1ccc2c(c1)C(c1ccc(C)o1)=NNC(c1cccnc1)=N2 | 14 | x | x
O=C(CSCc1cccc(Cl)c1)N/N=C/c1ccc(OCC(=O)N2CCCCC2)cc1 | 59 | 0.52 | 1
COc1ccc(N2CCN(C(=O)CSc3nnc(-c4cc5ccccc5cc4O)n3C)CC2)cc1 | -48 | -1.6 | -1.6
Cc1cc(=O)[nH]c2cc(O)ccc12 | 16 | -0.09 | -0.25
COc1ccccc1Oc1ccc2c(c1)C(=O)N(c1ccccc1)C2=O | 25 | -0.7 | 0.77
Cc1ccc(N2C(N)=NC(N)=NC23CCCC3)c(C)c1 | 12 | 1 | 0.28
O=[N+]([O-])c1ccc(C2Nc3cccc4cccc(c34)N2)cc1 | 4 | 0.25 | 0.87
COc1cc(C(=O)Oc2ccccc2/C=N/NC(=O)c2ccc(C)c(Cl)c2)cc(OC)c1OC | x | -0.34 | 0.21
Cc1cc(C(=O)Cn2nc(C(=O)O)c3ccccc3c2=O)c(C)n1-c1ccccc1 | 8 | -1.8 | -1.6
CCc1ccc(-c2nc(NC(=S)NC(=O)c3cccs3)sc2C)cc1 | 20 | -0.71 | -0.86
Cc1ccc(C)c(NC(=S)NC(NC(=O)Cc2ccccc2)C(Cl)(Cl)Cl)c1 (configuration not stated) | -9 | 0 | -0.21
O=c1c2ccccc2nc(CSc2nnnn2-c2ccccc2)n1-c1ccccc1Cl | 31 | -0.99 | 0.81
Cc1ccc(-c2nnc(N3CCN(C(=O)c4ccco4)CC3)c3ccccc23)cc1 | x | -1.3 | 0.03
Cc1c(Cl)cccc1-n1ccnc1SCC(=O)O | x | 0 | 0.03
Cn1c(O)c(C=NC(CC(N)=O)C(=O)O)c(=O)n(C)c1=O (configuration not stated) | 6 | -0.03 | -0.63
O=C(Nc1cccc(Cl)c1N1CCCCC1)c1ccc2c(c1)OCCO2 | -4 | -0.94 | 0.45
CC(=O)Cc1nsc(NC(=O)c2ccc(-c3ccc(Cl)c(Cl)c3)o2)n1 | -18 | x | x
S=C(NCc1cccs1)Nc1cccc(Cl)c1Cl | x | -0.79 | -0.98
C/C=C/c1ccc(OCCCCOc2ccc(OC)cc2)c(OC)c1 | -21 | -0.59 | -0.88
CCOc1ccccc1NC(=O)/C(C#N)=C/c1c(C)nn(-c2ccc(F)cc2)c1Cl | 19 | 1.7 | 2.2
CCOC(=O)C1CCCN(C(=S)Nc2cccc(Cl)c2)C1 (configuration not stated) | x | 0.24 | -0.33
CCN(c1ccccc1)S(=O)(=O)c1cc(C(=O)O)ccc1C | -24 | -0.64 | -1

# Other records
SMILES | Insulin prom inh | SDO1 yeast rescue | SDO1 yeast rescue Rescue 24 h
COc1cc2c(cc1NC(=O)Cc1ccc(C)cc1)oc1ccccc12 | 17 | -0.08 | -0.11
COc1ccc(C2(C)NC(=O)N(CC(=O)Nc3ccc4c(c3)OCO4)C2=O)cc1OC (configuration not stated) | -6 | 1.2 | 0.25
Cc1nnc(SCCn2c(Br)nc3c2c(=O)[nH]c(=O)n3C)s1 | 7 | 1.1 | -0.14
CCNC(=O)CCn1nc(-c2ccc(Cl)cc2)c2ccccc2c1=O | 0 | 0.14 | 0.13
CC(C)CC(=O)NC(=S)Nc1ccc(S(=O)(=O)Nc2nccs2)cc1 | -12 | 0.63 | -0.27
O=C(c1ccccc1F)N1CCN(c2ccccc2)CC1 | -65 | 0.94 | 1.3
Cn1c(-c2cccc([N+](=O)[O-])c2)cnc1NCc1ccc(C#N)cc1 | 50 | x | x
CCOC(=O)c1[nH]c2ccccc2c1NC(=O)C(C)(C)C | x | 0.3 | 1.1
CC(C)N(C(=O)Cn1cc(SCC(N)=O)c2ccccc21)C(C)C | -29 | x | x
COc1ccc(S(=O)(=O)N2CCNC(=O)C2)cc1Br | 39 | x | x
CC(=O)OCC(OC(C)=O)C(OC(C)=O)C(OC(C)=O)C(=O)Nc1ccccc1 (configuration not stated) | -89 | x | x
CC1(C)CC(=O)/C(=C(\O)c2ccccc2)C(=NCCO)C1 | -23 | 0.07 | -0.31
CC(/C=C/c1ccccc1)NC(N)=O (configuration not stated) | -45 | 0.65 | 0.49
O=C(Cn1c(=O)n(Cc2ccc3c(c2)OCO3)c(=O)c2ccccc21)N1CCCc2ccccc21 | -21 | -2 | -1.4
CN1/C(=C\C(=O)c2cccs2)Sc2ccccc21 | x | -2 | -0.62
Cn1cnc2c1c(=O)n(CC(O)CO)c(=O)n2C (configuration not stated) | -3 | 0.04 | 0.12
Cc1c(C(=O)Nc2ccc(F)cc2)oc2ccc(S(=O)(=O)N3CCCC3)cc12 | 20 | 1.1 | 1.6
CCN(CC)c1ccc(/C=C(/C#N)c2nc3ccccc3[nH]2)c(OC(C)C)c1 | -59 | -0.58 | 0.54
CC(Cc1cccs1)NC(=O)c1cccc(Cl)c1 (configuration not stated) | u | -0.23 | -0.9
O=C(COC(=O)C1(c2cccc(F)c2)CCCC1)NCc1ccc2c(c1)OCO2 | 14 | -0.6 | -0.34
O=C(Oc1ccc(OC(=O)N2CCCCC2)cc1)c1ccccc1 | -11 | -0.91 | -0.08
C[n+]1ccc(C(=O)N/N=C/c2ccco2)cc1 | x | 0.21 | -0.2
CCN(CC)c1ccc(NC(=O)COc2ccccc2C#N)cc1S(=O)(=O)Nc1ccccc1OC | 29 | -1.4 | -0.14
CC(=O)Nc1ccc(NC(=O)CNS(=O)(=O)c2ccc(C)cc2)cc1 | 31 | 0.31 | 0.81
COc1ccc([C@H]2[C@H](C(=O)C(C)(C)C)N3N=Cc4ccccc4C3[C@]23N=C(c2ccccc2)OC3=O)cc1OC (some centres not stated) | 24 | 1 | 1.2
Nn1c(Cc2cccc3ccccc23)nnc1SCc1c(Cl)cccc1Cl | 25 | -0.47 | -0.51
CCOC(=O)N1CCN(Cc2ccccc2F)CC1 | 70 | 0.1 | -0.4
Cc1cc(C)c(S(=O)(=O)N2CCC(C(N)=O)CC2)cc1C | 25 | 0.98 | 1.1
COc1cccc(-c2csc(N3CCN(C(=O)Nc4ccc(Cl)cc4)CC3)n2)c1 | 35 | x | x
CCn1c(COc2ccc3c(c2)OCO3)nnc1SCC(=O)O | u | 0.66 | 0.17

# Entries of single compounds, looked up by structure. Values in the order: Insulin prom inh, SDO1 yeast rescue, SDO1 yeast rescue Rescue 24 h
# Record of `Cc1c(C(=O)Nc2ccc(F)cc2)oc2ccc(S(=O)(=O)N3CCCC3)cc12` → 20, 1.1, 1.6
# Record of `COc1cccc(-c2csc(N3CCN(C(=O)Nc4ccc(Cl)cc4)CC3)n2)c1` → 35, x, x
# Record of `Cc1cc(C)c(S(=O)(=O)N2CCC(C(N)=O)CC2)cc1C` → 25, 0.98, 1.1
# Record of `Cn1cnc2c1c(=O)n(CC(O)CO)c(=O)n2C` (configuration not stated) → -3, 0.04, 0.12
# Record of `O=C(COC(=O)C1(c2cccc(F)c2)CCCC1)NCc1ccc2c(c1)OCO2` → 14, -0.6, -0.34

# Further compounds
SMILES | Insulin prom inh | SDO1 yeast rescue | SDO1 yeast rescue Rescue 24 h
O=C(/C=C1\NC2(CCCC2)Cc2ccccc21)C(=O)N/N=C/c1ccc(O)c(O)c1 | 25 | 1 | 1.8
CC(C)(C)NC(=O)Cn1c(SCC(=O)NCc2cccs2)nc2ccccc21 | x | 0.15 | -0.56
Cc1cccc(NC(=S)NNC(=O)c2ccc(O)cc2O)c1C | 7 | x | x
COc1ccccc1C1CC(c2ccc(NS(C)(=O)=O)cc2)=NN1C(=O)c1ccccc1 (configuration not stated) | 54 | x | x
CC(C)=C1C2CCC1C1C(=O)N(CCc3ccccc3)C(=O)C21 (configuration not stated) | -67 | -0.34 | -0.78
CC(=O)n1nc(-c2cccnc2)nc1NCc1cccs1 | 15 | x | x
Cn1c(=O)[nH]c(=O)c2c1nc(NCc1ccccc1)n2CCCc1ccccc1 | 38 | -0.8 | -0.98
N#CC1=C(N)Oc2n[nH]c(-c3cccs3)c2C1c1ccsc1 (configuration not stated) | -324 | -0.02 | 0.14
O=c1cc(Cc2ccccc2)[nH]c(=S)[nH]1 | -21 | 0.83 | 0.22
Cc1ccc(NS(=O)(=O)c2cc(C(=O)Nc3cccc(N(C)S(C)(=O)=O)c3)ccc2C)c(C)c1 | -13 | -0.07 | -0.96
CCC(=O)NC1(C(F)(F)F)C(=O)Nc2c1c(=O)[nH]c(=O)n2Cc1ccco1 (configuration not stated) | x | 15* | 5.8*
COc1ccc(OC)c(-c2nc(CN3CCCCC3c3cccnc3)c(C)o2)c1 (configuration not stated) | -78 | x | x
CCCn1c(SCC(=O)N2CCN(c3ccccc3)CC2)nc2ccccc2c1=O | 18 | -1.4 | -0.48
Cc1c(C)c2ccc(OCc3ccc(C(=O)O)o3)c(C)c2oc1=O | x | -0.04 | -0.37
COc1ccc(Cc2nc3ccc(S(N)(=O)=O)cc3[nH]2)cc1OC | 0 | 0.24 | -0.45
COc1cc(NC(=O)COc2ccc(F)cc2)nc(OC)n1 | x | -0.89 | -1.5
CC1=NN(c2ccc(C(=O)OC(C)C)cc2)C(=O)/C1=C\C=C\c1ccco1 | 38 | -1.3 | 1.3
C/C(=N/O)c1c(O)c(C)c(-c2ccccc2)n(-c2ccccc2)c1=O | -45 | -0.14 | 0
Nc1n[nH]c(-c2ccc(Br)cc2)c1Cl | -21 | 2 | 0.91
COc1ccc(C(=O)NC(=S)NC2CCSC2=O)cc1 (configuration not stated) | -7 | 0.94 | 0.8
